From PubChem BioAssay
SSB-PriA inh: K. pneumoniae PriA-SSBct interaction inhibition | AID 1272365 | inhibition, % at 33 µM | 0.6% of 430,000 active | AlphaScreen SSBct-PriA binding, biotinylated peptide; in the data active means inhibition mostly above about 37%, no sharp cut-off; inactive means mostly below about 20%;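 further: plate controls were negative control peptide for no effect and reference peptide for full effect; strong numbers were not always called active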
An asterisk follows results filed as active; & = joins results of further samples. A portion of the library; count on the stated rates, not on these rows.

Sample of the layout, 4 compounds:
SMILES	SSB-PriA inh
CC(=NNC(=O)c1ccc(Br)cc1)c1cccc(NC(=O)c2cccnc2)c1	-9
CCC(Sc1nncn1C)C(=O)Nc1nnc(-c2cccc([N+](=O)[O-])c2)s1 (stereo not given)	2
COc1ccc(CCNC(=O)c2ccc(=O)n(C)n2)cc1	0
Cc1ccccc1-n1c(CC2CCN(C(=O)Cc3ccc4c(c3)OCO4)CC2)n[nH]c1=O	-8

The list itself (from the top)
SMILES	SSB-PriA inh
CC(=NNC(=O)c1ccc(Br)cc1)c1cccc(NC(=O)c2cccnc2)c1	-9
CCC(Sc1nncn1C)C(=O)Nc1nnc(-c2cccc([N+](=O)[O-])c2)s1 (stereo not given)	2
COc1ccc(CCNC(=O)c2ccc(=O)n(C)n2)cc1	0
Cc1ccccc1-n1c(CC2CCN(C(=O)Cc3ccc4c(c3)OCO4)CC2)n[nH]c1=O	-8
CC1CCCN(c2ccc3cccc(OCC(=O)N4CCN(c5ccccc5)CC4)c3n2)C1 (stereo not given)	-2
Cn1nc(CNC(=O)Cc2cccs2)cc1-c1ccco1	0
CS(=O)(=O)N1CCCC1C(=O)N(Cc1cccnc1)c1nc2ccc(F)cc2s1 (stereo not given)	-4
O=C(Nc1cccnc1)c1csc(Nc2ccccc2)n1	-1
O=C(Nc1nc2cc3c(cc2s1)OCO3)c1ccno1	4
C=C(C)CN1CCN(c2cc(-c3ccccc3)c(C#N)c3nc4ccccc4n23)CC1	-42&-24
COc1cccc(C(=O)Nc2ccc(S(N)(=O)=O)cc2)c1OC	0
O=C(c1ccccc1F)N1N=C(c2cccs2)CC1c1ccc2nccnc2c1 (stereo not given)	3
Cc1oc2cc3oc(=O)c(CCC(=O)N4CC5C[C@H](C4)Cn4c5cccc4=O)c(C)c3cc2c1C	1
Cc1ccc(-c2nnc(Cn3c(=O)oc4ccc(C)cc43)o2)cc1	-7
Cc1ccc2oc(-c3ccccc3F)cc(=O)c2c1	-26
N#Cc1nccnc1N1CCC(CNC(=O)c2ccoc2)CC1	5
COc1ccc(-n2c(C)cc(C=NNc3nc(N4CCOCC4)nc(N4CCOCC4)n3)c2C)cc1	17
CC(=NC1CCS(=O)(=O)C1)c1c(O)cc(C)oc1=O (stereo not given)	9
CSc1ccc(C(O)CNC(=O)Cc2c(F)cccc2Cl)cc1 (stereo not given)	0
O=C(CSc1nnc2ccc3ccccc3n12)Nc1nsc(-c2ccc(Cl)cc2)n1	7
COc1ccccc1N1CCN(CC(O)COc2ccc(NC(C)=O)cc2)CC1 (stereo not given)	-2
CCOC(=O)c1sc(NC(=O)CSc2nc(=O)n(CCN(C)C)c3c2CCCC3)nc1C	-10&-5
Cc1ccc(Cn2cc(SCCN)c3ccccc32)cc1	42
CCOC(=O)c1c(SCC(=O)NCc2ccccc2Cl)nc(=O)[nH]c1C	-16
CCCNC(=O)CCCCn1c(=O)c2ccccc2n(CC(=O)Nc2ccc(F)c(Cl)c2)c1=O	-2&2

A draw from above in order of heavy-atom count, ascending:
SMILES	SSB-PriA inh
O=C(Nc1nc2cc3c(cc2s1)OCO3)c1ccno1	4
O=C(Nc1cccnc1)c1csc(Nc2ccccc2)n1	-1
Cc1ccc(-c2nnc(Cn3c(=O)oc4ccc(C)cc43)o2)cc1	-7
CS(=O)(=O)N1CCCC1C(=O)N(Cc1cccnc1)c1nc2ccc(F)cc2s1 (stereo not given)	-4
O=C(CSc1nnc2ccc3ccccc3n12)Nc1nsc(-c2ccc(Cl)cc2)n1	7
CCOC(=O)c1sc(NC(=O)CSc2nc(=O)n(CCN(C)C)c3c2CCCC3)nc1C	-10&-5
Cc1oc2cc3oc(=O)c(CCC(=O)N4CC5C[C@H](C4)Cn4c5cccc4=O)c(C)c3cc2c1C	1

New compounds follow:
SMILES	SSB-PriA inh
COC(=O)c1sccc1NC(=O)C1CCCN(c2ccc(=O)n(C)n2)C1 (stereo not given)	-18
O=C(Oc1ccccc1)Oc1ccc(N(C(=O)Oc2ccccc2)S(=O)(=O)c2cccs2)cc1	-1
O=C(Nc1nnc(-c2ccc(F)cc2)s1)c1cccc(Br)c1	0
CCCOc1ccc(S(=O)(=O)Nc2ccc3c(c2)N(CC)C(=O)C(C)(C)CO3)cc1	8
O=C(Cn1nc2ncccn2c1=O)NCc1ccc(F)cc1	10
CS(=O)(=O)N1CCC(C(=O)N(Cc2cccs2)C2CCOCC2)CC1	-33
N[C@@H](Cc1cc(I)c(Oc2cc(I)c(O)c(I)c2)c(I)c1)C(=O)O	-8
COc1ccccc1Oc1ccc(S(=O)(=O)NCc2ccc(C(=O)O)cc2)cc1	-5
O=S(=O)(/C=C/c1ccccc1)NCc1cnn2c1CCCC2	-16
CS(=O)(=O)c1ccc(NCCCSc2nnc(-c3ccc(S(=O)(=O)N4CCCCCC4)cc3)o2)c([N+](=O)[O-])c1	-1
CS(=O)(=O)N1C2CCC1CC(NC(=O)COc1ccccc1F)C2 (stereo not given)	-9
O=C(NCc1cccs1)C(=O)Nc1ccc(N2CCCS2(=O)=O)cc1	-14&-11
CCOC(=O)c1c(C)n(-c2ccc(C)cc2)c2ccc(OCC(O)CNCc3ccco3)cc12 (stereo not given)	69*
CCC(=O)Nc1ccc(C(C)=NNC(=O)c2c(Br)c(C)nn2C)cc1	4
Cc1ccc(N2CC(C(=O)N3CCC(c4nn(C)c(=O)n4C4CC4)CC3)CC2=O)cc1C (stereo not given)	-14
CCOC(=O)/C(C#N)=N/Nc1cc2c(cc1[N+](=O)[O-])OCCO2	-8
O=S(=O)(Nc1nc2ccc3ccccc3c2s1)c1ccc(Cl)s1	2
CCc1c(C#N)c(SCC(=O)c2ccccc2)nc2c1C(=O)CC(C)(C)C2	-13
Cn1nc(C2CCN(Cc3ccc(F)cc3)CC2)n(-c2ccccc2)c1=O	-22
Cc1ccc([C@H](CNC(=O)C(=O)NC2CC2)N(C)C)cc1	-1
Cc1ccc(C)c(NC(=O)C(=O)NC2CCCCC2)c1	-12
CSCCC(C)(O)CNC(=O)C(=O)NCCc1ccccc1 (stereo not given)	7
CCCC(=O)Nc1ccc(S(=O)(=O)Nc2cccc(-c3ccc(S(C)(=O)=O)nn3)c2)cc1	0&0
Cc1cc(NC(=O)CSc2ccc(NC(=O)c3cccc(F)c3)nn2)no1	-17
CNC(=O)c1csc(NC(=O)Cc2cccs2)n1	7
Continuation.
SMILES	SSB-PriA inh
COc1ccc(COC(=O)NN=C(C)CC(=O)Nc2c(C)cc(C)cc2C)cc1	-11
CCNc1nc(C)cc(NCCNC(=O)Cc2ccc(F)cc2)n1	-6
CC(=NOCc1nc2ccccc2c(=O)n1N=Cc1cc([N+](=O)[O-])ccc1O)c1ccccc1	3
c1ccc2oc(SCCCCCCSc3nc4ccccc4o3)nc2c1	-5&1
CS(=O)(=O)c1cccc(-c2nnc(NC(=O)NCc3ccc(F)cc3)o2)c1	9
COc1ncc(NC(=O)c2ccc(F)cc2Cl)c(N(C)C)n1	-1
CC(=O)N1CCc2ccc(NS(=O)(=O)c3ccc(-c4ccccc4)cc3)cc2C1	-3
CC(=O)Nc1cc(C)nn1-c1nc(C)cc(=O)[nH]1	24
O=C(CSc1ncccn1)Nc1ccccc1C(F)(F)F	2
O=C(c1cccc(C(F)(F)F)c1)N1CCC(c2nnc(-c3ccco3)s2)CC1	-1
O=C(CC(NCCOCCO)C(=O)O)Nc1ccccc1Cl (stereo not given)	-5
CC(=O)c1sc(NN=Cc2cccc(Br)c2)nc1C	-9
CCSc1nnc(NC(=O)CCc2csc(NC(=O)Nc3ccccc3)n2)s1	-20
Cc1ccccc1Oc1ccc(S(=O)(=O)N2CCCC2)cc1	-26&-14
CCc1ccc2nc(N3CCN(C(=O)C4CCCN4S(C)(=O)=O)CC3)sc2c1 (stereo not given)	7
CC(C)c1nn(CC(N)=O)c(=O)c2c1cnn2-c1ccccc1	11
O=C(NCC1CCN(C(=O)c2ccoc2)CC1)Nc1cccc(C(F)(F)F)c1	-3
COc1cc(C(=O)NCc2ccsc2)cc(OC)c1OC	-14&0
C[C@H]1CC(=O)N(Cc2c(Cl)cccc2Cl)c2ccccc2N1	-16
Cc1noc(C)c1CC(=O)NCCn1nc(-c2ccco2)n(C2CC2)c1=O	-6
COc1ccc(CCNC(=O)CCc2csc(NC(=O)c3cccs3)n2)cc1OC	-17
CC(C)c1cccc(C(C)C)c1NC(=O)c1ccncc1	-14
COc1cn(CC(=O)Nc2ccccc2C(F)(F)F)c(CN2CCCCC2)cc1=O	-13
O=C(Nc1ccc2c(c1)N(C(=O)C1CC1)CCC2)c1ccc(Cl)cc1	-18
O=C(CSc1ncccn1)NN=Cc1cccc([N+](=O)[O-])c1	-14
(list continues)
SMILES	SSB-PriA inh
CCOC(=O)N1CCN(C(=O)Cc2csc(Nc3ccccc3)n2)CC1	-27&7
Cc1ccc(C(=O)Nc2ccc(S(=O)(=O)N3CCC(c4nc5ccccc5[nH]4)CC3)cc2)cc1C	-8
COc1ccc2nc(-c3ccc(NC(=O)C4c5ccccc5Oc5ccccc54)cc3)cn2n1	-3
COC(=O)c1c(-c2ccco2)csc1NC(=O)CN1CCC(C)CC1	-1
CCSc1ccccc1C(=O)Nc1nc(-c2ccc(Cl)s2)cs1	-11&0
O=C(NN=Cc1cccc(O)c1)c1cc(-c2ccc3c(c2)OCO3)n[nH]1	8
O=C(C[C@H]1CCCCN1S(=O)(=O)c1cccs1)Nc1cc(C(F)(F)F)ccc1Cl	-11
CCC(=O)Nc1ccc(S(=O)(=O)NCCCc2ccc(N(C)C)cc2)cc1	11
O=C(NCCN1CCN(S(=O)(=O)c2ccccc2)CC1)c1c(F)cccc1Cl	1
COc1ncc(NC(=O)c2c(F)cccc2F)cn1	-6
COC(=O)c1ccc(NC(=NS(=O)(=O)c2ccccc2)c2ccccc2)cc1	-21
CC(=O)Nc1ccc(NC(=O)C2CCN(C(=O)c3n[nH]c4ccccc34)CC2)cc1	-17
CCOc1cccc2sc(NC(=O)c3ccc(S(=O)(=O)N4CCCc5ccccc54)cc3)nc12	16
O=C(CCCS(=O)(=O)c1ccc(Cl)cc1)Nc1nnc(-c2ccno2)o1	-9
Cc1ccc2nc(-c3ccc(NC(=O)c4coc(NC(=O)c5ccco5)n4)cc3)sc2c1	5
CN(C)c1ccc(C(CNC(=O)C2CCCC2)N2CCOCC2)cc1 (stereo not given)	9
COC(=O)Nc1ccc(N2CCCC2=O)c(C)c1	0
COc1ccc(-c2cnnc(NN=Cc3ccc(O)cc3)n2)cc1	-13
O=S(=O)(N1CCNCC1)N1CCOCC1	-3
O=C(NCC#CCOc1cccc(C(F)(F)F)c1)c1ccno1	-22
O=S1(=O)N=C(SCc2cccnc2)Nc2ccccc21	-7
O=C(c1ccc(C(F)(F)F)nc1)N1CC(N2C(=O)C3CC=CCC3C2=O)C1 (stereo not given)	-10
O=C(Nc1nc2c(s1)CN(S(=O)(=O)C1CC1)CC2)c1ccc(=O)[nH]c1	-19
CCOC(=O)C1C(=O)C=C(c2cccc(NS(C)(=O)=O)c2)CC1c1ccccc1C (stereo not given)	9
Cc1c(Cl)ccc2sc(N(CC3CCCO3)C(=O)c3cccc(Cl)c3)nc12 (stereo not given)	-58
Next section.
SMILES	SSB-PriA inh
COCCN(Cc1ccoc1)S(=O)(=O)CC12CCC(CC1=O)C2(C)C (stereo not given)	4
Oc1c(Br)cc(Br)cc1C=NNc1ccc(Cl)nn1	-4
Cc1nc(-c2ccccc2Cl)sc1CNS(=O)(=O)CCOc1ccc(F)cc1	-35
O=C(c1ccc2c(c1)OCO2)N1CCC(COCc2ccc(F)cc2)CC1	-12
O=C(CCc1csc2nc(-c3ccc(Cl)cc3)cn12)NCc1cccs1	-3
COc1ccc(-c2cc(C(=O)NN=Cc3ccc4c(c3)OCO4)c3ccccc3n2)c(OC)c1	6
O=C(Nc1ccccc1Cl)[C@@H]1COCC(=O)N1Cc1ccccc1	-2
COc1ccccc1-c1nc(Cn2cccc(-c3nc(C4CC4)no3)c2=O)no1	12
Cc1ccc(C)c2[nH]c(=O)c(CCNC(=S)Nc3cccc(Br)c3)cc12	-7
O=C1NC(=O)/C(=C/C(=O)N2CCCCC2)S1	-6
Cc1sc(NC(=O)CCSc2ccc(F)cc2)c(C#N)c1C	-11
Cc1cc(C)n(C(=O)CN2C(=O)c3cccc4cccc(c34)C2=O)n1	-21
Cc1cc(F)ccc1S(=O)(=O)NCC1(CO)CC1	-1
C=CCc1ccccc1OCC(=O)NN=Cc1ccc(OC(C)=O)cc1OC(C)=O	-8
O=C(Nc1ccc(Cc2ccc(NC(=O)c3ccc(F)cc3)cc2)cc1)c1ccc(F)cc1	-14
Cc1ccc(NC(=O)C(=O)NC[C@@H](c2cccc3ccccc23)N(C)C)cc1Cl	-6
Cn1c(=O)c2c(SCC(=O)N3CCc4ccccc43)nc(C3CCCC3)nc2n(C)c1=O	-16
CCn1nc(C(=O)Nc2nnc(-c3cccs3)o2)cc1C	1
Cc1nc2scc(C)n2c(=O)c1NC(=O)c1cccnc1Cl	-7
CCn1nccc1C(=O)Nc1nc2cc3c(cc2s1)OCCO3	0
COc1cc(C)c(C)cc1S(=O)(=O)Nc1ccc(N2CCCS2(=O)=O)cc1	-7
CCc1nnc(-c2ccc(NC(=O)COc3ccc(Cl)cc3)cc2)o1	0
COc1coc(C(=O)NCc2ccc(F)cc2)cc1=O	-22
O=C(Nc1nc(-c2ccc(Br)s2)cs1)c1ccc2ncsc2c1	-22&-2
Nn1c(-c2ccncc2)n[nH]c1=S	5
CC(=O)NC(=Nc1nc(C)cc(C)n1)Nc1ccc2ccccc2c1	-13
CS(=O)(=O)c1ccc(Nc2nc(CC(=O)NCc3ccc(F)cc3)cs2)cc1	-23
O=C(C1CC1)N1CCc2ccc(NS(=O)(=O)c3ccc(F)cc3F)cc21	-11
CCOc1ccc2nc(NC(N)=NC(=S)Nc3cccc(OC)c3)nc(C)c2c1	1
NC(=O)C1CCN(c2oc(-c3ccco3)nc2S(=O)(=O)c2ccc(Cl)cc2)CC1	10

Single entries from the entries so far.
CCn1nc(C(=O)Nc2nnc(-c3cccs3)o2)cc1C in SSB-PriA inh reads 1
Oc1c(Br)cc(Br)cc1C=NNc1ccc(Cl)nn1 in SSB-PriA inh reads -4
CCc1nnc(-c2ccc(NC(=O)COc3ccc(Cl)cc3)cc2)o1 in SSB-PriA inh reads 0
O=C(C1CC1)N1CCc2ccc(NS(=O)(=O)c3ccc(F)cc3F)cc21 in SSB-PriA inh reads -11
Cc1sc(NC(=O)CCSc2ccc(F)cc2)c(C#N)c1C in SSB-PriA inh reads -11
CCn1nccc1C(=O)Nc1nc2cc3c(cc2s1)OCCO3 in SSB-PriA inh reads 0
